# Bioassay records deposited in PubChem BioAssay by several laboratories.
# PKA-R1A act: PKA-R1A complex activation; P00514+P68181; PKA-R1A dissociation, Cy5-IP20 fluorescence polarization; scaled: DMSO 0%, 113 µM cGMP 100%; activation, % at 11.4 µM; 0.083% of 340,000 active; AID 504707;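 active = percent activation above the mean of all tested compounds plus 3 SD, cut at about 19% in these data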;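 also: higher means more PKAc released from R1A so a rise in polarization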
# Arrestin-AP2 inh: inhibitors of human beta-arrestin and AP2 interaction. inhibition, % at 10 µM. FITC-arrestin peptide / GST-AP2 beads, flow cytometry; AP2 beta2 appendage carries R879A mutation. 0.31% of 340,000 active;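 active = inhibition above a set limit, near 3 SD of compounds lacking own fluorescence, cut at about 54% in these data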;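 also: plate controls were DMSO wells for no effect and 5 µM unlabelled arrestin peptide for full effect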
#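 system = GST-tagged AP2 beta2-adaptin appendage (R879A) on 4 µm glutathione beads | reagent = FITC-labelled arrestin peptide probe, 50 nM final | schedule = compound with beads 12 min RT, then probe 1 h RT | signal = HyperCyt-sampled flow cytometry, FL1 channel, ex 488/em 535 nm | read-out = percent response from loss of bead-bound FITC fluorescence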
# DAGLB inh: blocks human DAGLB lipase activity; Q8NCG7; 0.059% of 340,000 active; inhibition, % at 5.17 µM; AID 504411; HEK293T DAGLB membrane lysate, EnzChek fluorogenic substrate; in the data active = inhibition above about 34%;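 also: 0% = enzyme with vehicle and 100% = wells lacking enzyme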
# Target sequence (Q8NCG7 whole entry, looked up): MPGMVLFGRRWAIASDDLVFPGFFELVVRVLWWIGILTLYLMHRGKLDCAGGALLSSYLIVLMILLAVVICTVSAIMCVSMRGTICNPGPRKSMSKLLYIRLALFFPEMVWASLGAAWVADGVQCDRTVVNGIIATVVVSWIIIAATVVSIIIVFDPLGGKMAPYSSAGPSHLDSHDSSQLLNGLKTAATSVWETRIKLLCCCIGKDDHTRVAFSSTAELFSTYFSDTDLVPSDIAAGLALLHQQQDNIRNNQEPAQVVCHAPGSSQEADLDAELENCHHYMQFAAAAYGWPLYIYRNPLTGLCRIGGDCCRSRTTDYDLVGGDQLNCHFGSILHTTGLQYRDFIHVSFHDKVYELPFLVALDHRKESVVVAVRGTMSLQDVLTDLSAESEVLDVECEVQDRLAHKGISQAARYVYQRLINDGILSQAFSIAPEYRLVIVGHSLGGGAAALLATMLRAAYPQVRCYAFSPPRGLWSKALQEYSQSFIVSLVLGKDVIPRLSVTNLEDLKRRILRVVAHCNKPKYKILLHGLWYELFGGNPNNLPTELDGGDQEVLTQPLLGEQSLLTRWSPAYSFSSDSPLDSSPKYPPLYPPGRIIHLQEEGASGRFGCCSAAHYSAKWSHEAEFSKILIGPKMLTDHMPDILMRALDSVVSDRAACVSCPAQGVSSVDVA
# HTR5A inv ag: HTR5A inverse agonism, opioid heterodimer counter-screen; P47898; HTR5A cell line, luminescence; inhibition, % at 9.3 µM; 0.083% of 340,000 active; in the data active = inhibition mostly above about 23%, no sharp cut-off; inactive = mostly below about 18%;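 also: 0% = cells with DMSO and 100% = no-cell wells with DMSO; some compounds called inactive have numbers as strong as hits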
# Target sequence (P47898 whole entry, looked up): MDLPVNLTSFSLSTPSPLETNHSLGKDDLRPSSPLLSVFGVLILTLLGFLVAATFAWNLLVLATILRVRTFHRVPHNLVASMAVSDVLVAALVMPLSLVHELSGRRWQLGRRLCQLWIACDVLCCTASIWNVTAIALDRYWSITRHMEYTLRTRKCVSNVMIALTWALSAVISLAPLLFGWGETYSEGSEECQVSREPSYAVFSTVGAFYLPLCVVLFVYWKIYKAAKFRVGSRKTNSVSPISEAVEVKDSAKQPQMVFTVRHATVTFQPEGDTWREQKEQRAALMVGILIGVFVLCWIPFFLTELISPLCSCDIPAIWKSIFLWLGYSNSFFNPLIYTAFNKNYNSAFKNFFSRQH
# MOR-DOR ag: OPRM1-OPRD1 heterodimerization agonism; P35372+P41143; cells, luminescence; activation, % at 9.3 µM; 0.3% of 340,000 active; AID 504326; in the data active = activation above about 18%;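 also: 0% = vehicle-treated cells and 100% = reference agonist; values of inactives mirror those of a sister screen read the other way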
# DSG3 Ab inh: human desmoglein-3 autoantibody binding inhibition; DSG3-coupled beads, scFv-anti-DSG3-GFP binding, flow cytometry; stronger effect = lower value; AID 588358; binding (percent of control), % at 10 µM; 0.48% of 310,000 active;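 active = binding more than 3 SD below its plate's average and above zero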;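 also: hits lower antibody fragment binding to DSG3; some compounds called inactive have numbers as strong as hits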
# V-ATPase pHluor: yeast V-ATPase proton transport regulation by pHLuorin. S. cerevisiae, pHLuorin cytosolic pH fluorescence. response, % at 10 µM. 0.37% of 350,000 active; in the data active = response mostly above about 7.3%, no sharp cut-off; inactive = mostly below about 5.4%; also: actives read high; inactives centre near 0; some compounds called inactive have numbers as strong as hits; reference of the scale not given here
# PKA-R2B activ: PKA-R2B complex activation. activation, % at 11.4 µM. 0.079% of 340,000 active. PKA-R2B holoenzyme dissociation, Cy5-IP20 fluorescence polarization; R2B truncated from residue 108, S112A mutant; 0% DMSO only, 100% 113 µM cGMP. P22694+P31323;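 active = activation above a cutoff set at the mean over all compounds plus 3 SD, cut at about 18% in these data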;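 also: higher means more holoenzyme dissociation and a rise in polarization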
# HTR5A ag: HTR5A agonism, opioid heterodimer counter-screen. activation, % at 9.3 µM. AID 504692. P47898. 0.61% of 340,000 active. HTR5A agonist assay, luminescence, cell-based; in the data active = activation mostly above about 9.5%, no sharp cut-off; inactive = mostly below about 7.6%;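 also: 0% = cells with vehicle only and 100% = reference agonist; strong numbers were not always called active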
# MOR-DOR inv ag: mu-delta opioid heterodimer inverse agonism; P35372+P41143; cell-based MOR-DOR heterodimer luminescence; inhibition, % at 9.3 µM; 0.21% of 340,000 active; AID 504357; in the data active = inhibition above about 22%, passing the limit was not always enough;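 also: 0% = cells with DMSO and 100% = wells without cells with DMSO; values of inactives mirror those of a sister screen read the other way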
# The depositor's hits bear a star; . = not tested or not shown. Rows were taken by chance (roughly 2.4% active in at least one column).
SMILES,PKA-R1A act,Arrestin-AP2 inh,DAGLB inh,HTR5A inv ag,MOR-DOR ag,DSG3 Ab inh,V-ATPase pHluor,PKA-R2B activ,HTR5A ag,MOR-DOR inv ag
COC(=O)Cc1ccc(NC(=S)NCCCO)cc1,-4,6,-2,-1,-1.3,105,0,-1,0,6
O=S(=O)(c1ccc(Cl)nc1)N(Cc1ccccc1)Cc1ccccc1,-11,2,-20,-11,2.5,84,0,7,1,-13
COc1ccc(CC(=O)N/N=C(\C)CC(=O)Nc2ccc(N(C)C)cc2)cc1,-11,-5,2,-11,-1.4,.,-1,-1,1,10
NNc1nc(-c2ccccc2)cc(-c2ccccc2O)n1,-10,4,-8,28,-3.5,103,-3,7,-10,20
C[C@@H]1CCC(=O)N(CC[C@H](Sc2ccccc2)c2ccccc2)CC1,0,4,-9,4,4.2,104,0,-20,1,-24
O=C1CCC(C(=O)NCc2cccnc2)N1 (configuration not stated),-7,28,-2,-6,-2.6,80,-2,-4,-4,15
CC(C)=CC(=O)OCC(=O)Nc1ccccc1Cl,-11,-2,-2,17,-2.4,109,2,-3,-7,14
Cc1csc(NC(=O)/C=C/c2ccc3c(c2)OCO3)n1,6,14,3,-4,-0.9,111,2,-1,6,5
Cc1ccc(C(=O)Nc2c(C(=O)NCc3ccco3)cnn2-c2ccccc2)cc1,0,8,1,1,0.6,81,-2,-7,0,-4
CCCCOC(=O)Nc1nnc(CC)s1,-11,34,1,11,-1.6,78,-3,-4,0,9
O=c1oc2ccccc2c(O)c1Sc1c(O)c2ccccc2oc1=O,5,-7,9,8,-5.5,.,0,3,-2,27
Cc1ccc(S(=O)(=O)N(C)C)cc1NC(=O)COc1ccc(-c2nnco2)cc1,-10,4,0,3,-2.4,97,2,1,-1,13
Cc1ccc(Nc2nc3ccccc3o2)cc1F,-3,0,-4,-14,12,.,3,-9,1,-54
Cc1ccc(C)c(S(=O)(=O)N2CCN(C(=O)Cn3cnc4c3c(=O)n(C)c(=O)n4C)CC2)c1,-6,-2,-3,.,.,126,0,-12,.,.
CC(C)[C@H](NC(=O)N1CC(=O)Nc2ccccc21)C(=O)N[C@H](C(=O)O)c1ccccc1,-4,-4,0,7,-2.6,99,-2,-2,-2,13
CC(C)CCn1c(SCc2ccc(Cl)cc2)nc2c1c(=O)[nH]c(=O)n2C,-6,-1,1,-6,3.9,87,5,-16,1,-21
Cc1ccc(C)c(N2CCN(S(=O)(=O)c3cccc4cccnc34)CC2)c1,1,-5,-6,8,-0.2,97,0,-13,-3,1
COc1ccc(S(=O)(=O)Nc2cc3c4c(c2)CCN4C(=O)CC3)cc1OC,-2,-5,0,20,-4.1,101,1,-9,-8,21
CC1(C)CC(=O)C2=C(C1)N(CCN1CCOCC1)C1=C(C(=O)CC(C)(C)C1)C2c1ccc(Cl)c([N+](=O)[O-])c1,0,37,1,-7,-0.8,105,4,-2,2,4
CCOc1cc2c(cc1OCC)C(C(=O)O)C(c1cc(OC)c(OC)c(OC)c1)N(C)C2=O (configuration not stated),-6,6,3,-16,-0.4,105,-4,-4,-4,3
Cn1c(=O)[nH]c2sc3c(c2c1=O)CC(C)(C)OC3,2,-6,2,2,-0.5,116,4,-10,5,2
CCc1cc2c(-c3ccccc3)cc(=O)oc2cc1OCC(=O)NCC1CCC(C(=O)O)CC1 (configuration not stated),0,23,0,2,-3.2,.,0,-9,-2,16
CCOC(=O)c1c(NC(=O)COC(=O)Cc2n[nH]c(=O)c3ccccc23)sc(C(=O)NC)c1C,4,25,0,-23,-2.1,106,0,2,8,9
Cc1c(NC(=O)c2ccc(Br)o2)cccc1C(=O)O,-17,29,0,-19,-2.0,95,-2,4,-1,11
Cc1ccc(CCNC(=O)NC(C)(C)C)cc1,-4,-6,-6,-13,-1.4,102,-3,-4,4,8
COc1ccc(CN(C)CC(=O)Nc2ccccc2C(=O)NC2CC2)cc1OC,1,1,-1,9,-2.0,.,-2,4,-6,8
CCOC(=O)CSc1ccc(S(=O)(=O)N(C)C2CCCCC2)cc1[N+](=O)[O-],-13,-10,-5,-9,1.9,96,-2,-15,4,-11
CCCCCn1c(N)c(-c2nc3ccccc3o2)c2c([N+](=O)[O-])nn(CC)c(=O)c21,10,16,2,11,-1.6,88,-2,-1,9,9
CC(=O)c1csc(CS(=O)(=O)c2ccccn2)n1,-11,4,1,-4,-2.2,105,3,3,-4,12
O=C(Nc1ccccc1[N+](=O)[O-])C1(c2ccccc2)CCOCC1,2,-2,-1,19,4.7,.,0,-3,4,-21
O=C(Nc1ccccc1)c1cccc(S(=O)(=O)Oc2ccc([N+](=O)[O-])cc2)c1,-14,-6,4,-10,4.9,110,4,-4,3,-35
O=S(=O)(NC1C2CC3CC(C2)CC1C3)c1ccccc1 (configuration not stated),8,-5,1,-3,5.5,99,5,-1,1,-29
CN1[C@@H](CC(=O)c2ccccc2)CCC[C@H]1C[C@H](O)c1ccccc1,0,9,2,-5,3.3,101,1,8,2,-18
CC(OC(=O)CCNS(=O)(=O)c1cccs1)C(=O)Nc1ccc(S(N)(=O)=O)cc1 (configuration not stated),4,-6,-1,21,-1.0,113,0,13,-8,4
CCn1c(=O)c2sccc2n2c(CCCC(=O)NCc3cccnc3)nnc12,3,8,1,-8,-0.7,.,0,-1,-4,3
Cc1nn(-c2ccccc2)c(C)c1C(=O)OCC(=O)Nc1ccc(C(N)=O)cc1,9,.,-2,.,.,104,-1,10,.,.
Cc1ccc(C)c(N2CCN(C(=O)c3ccc(Cn4c(=O)[nH]c5ccccc5c4=O)cc3)CC2)c1,-2,4,3,-33,1.8,100,3,-14,7,-10
O=C(NCCCN1CCOCC1)/C(=C/c1ccc(-c2cccc([N+](=O)[O-])c2)o1)NC(=O)c1ccccc1,4,.,3,.,.,101,1,12,.,.
Cc1ccc(Nc2nc(CSc3nnc(-c4ccncc4)n3-c3ccccc3C)cs2)cc1,-6,4,4,19,-0.2,.,-5,-17,3,1
CN1CCN(S(=O)(=O)c2ccc(Oc3ccc(Br)cc3F)nc2)CC1,-1,-7,-1,-13,0.5,97,0,-8,4,-3
O=C(CN1CCCCCC1)Nc1ccc([N+](=O)[O-])cc1Br,-7,0,-8,-22,5.5,102,-3,0,8,-36
Cc1c(/C=N/NC(N)=O)c2ccccn2c1C(=O)c1ccncc1,-16,20,4,-13,-2.5,87,2,5,-1,13
Cc1ccc(NC2Nc3cc(C)nn3S2)c(C)c1 (configuration not stated),-8,-1,1,23,-1.0,109,3,-6,1,5
CCOc1ccc(C(C)NC(=S)NCc2ccc(Cl)cc2)cc1 (configuration not stated),-8,-9,-4,4,4.7,96,-3,0,-2,-24
COc1cc(OC)cc(C(=O)NC(=S)Nc2nnn(C)n2)c1,-6,-9,1,1,-8.2,110,2,-8,-1,41*
COc1ccc(Nc2c3ccccc3nc3ccccc23)cc1,-11,-5,5,-10,12,109,-3,8,3,-57
O=C(OC1CCCCC1=O)c1cc(Cl)ccc1[N+](=O)[O-] (configuration not stated),-1,-8,-3,-9,0.3,83,0,-13,4,-2
CCN(C(=O)COC(=O)C1CCN(S(=O)(=O)c2ccc(C)c(C)c2)CC1)C1CCCCC1,-5,3,-5,-36,-1.9,.,0,-3,-1,7

# Among those listed so far, these have a furan ring, fused or not.
SMILES,PKA-R1A act,Arrestin-AP2 inh,DAGLB inh,HTR5A inv ag,MOR-DOR ag,DSG3 Ab inh,V-ATPase pHluor,PKA-R2B activ,HTR5A ag,MOR-DOR inv ag
Cc1ccc(C(=O)Nc2c(C(=O)NCc3ccco3)cnn2-c2ccccc2)cc1,0,8,1,1,0.6,81,-2,-7,0,-4
Cc1c(NC(=O)c2ccc(Br)o2)cccc1C(=O)O,-17,29,0,-19,-2.0,95,-2,4,-1,11
O=C(NCCCN1CCOCC1)/C(=C/c1ccc(-c2cccc([N+](=O)[O-])c2)o1)NC(=O)c1ccccc1,4,.,3,.,.,101,1,12,.,.

# New compounds follow
SMILES,PKA-R1A act,Arrestin-AP2 inh,DAGLB inh,HTR5A inv ag,MOR-DOR ag,DSG3 Ab inh,V-ATPase pHluor,PKA-R2B activ,HTR5A ag,MOR-DOR inv ag
O=C(CSc1ncnc2c1cnn2Cc1ccccc1)Nc1ccc2c(c1)OCCO2,-2,1,-1,-4,0.3,100,0,0,1,-2
O=C(NCC(=O)N1CCN(c2ccccc2O)CC1)c1ccco1,6,19,2,-1,-1.3,103,1,-2,1,7
CC1CCc2c(sc(NC(=O)CCC(=O)O)c2C(=O)NC2CC2)C1 (configuration not stated),8,-5,-2,8,-1.4,107,-2,-16,-2,8
Cc1oc(S(=O)(=O)N(C)C)cc1C(=O)Nc1ccc(F)cc1,-4,8,-6,-19,-0.2,.,-3,6,8,1
O=C(CNC(=O)c1ccccc1)Nc1ccsc1C(=O)O,-4,-18,-1,-10,-2.8,105,-8,4,4,15
CC(=O)Nc1ccc(S(=O)(=O)Nc2nc3ccccc3nc2N2CCCC2)cc1,-2,-10,0,9,-1.1,107,0,-3,5,5
COc1ccc2c(CC(=O)Nc3ccc(OC)c(S(=O)(=O)N4CCOCC4)c3)coc2c1,-4,-11,0,7,-1.1,104,3,0,-2,6
COc1cccc(C2C(C#N)=C(N)Oc3c2oc(CO)cc3=O)c1 (configuration not stated),-9,4,0,9,-2.5,111,-3,-6,0,14
CCOc1ccccc1NC(=O)Cc1c(F)cccc1Cl,-5,3,-1,3,-2.4,115,0,-5,6,13
O=C(NC12CC3CC(CC(C3)C1)C2)c1c(Cl)cccc1Cl,4,-2,-2,-17,-2.5,105,-3,4,5,12
Cc1ccsc1/C=C1\SC(N2CCOCC2)=NC1=O,8,-2,2,10,-2.3,108,2,-4,0,13
C=CCNc1nnc(Cc2ccc(C(C)C)cc2)c(=O)[nH]1,-7,5,1,1,-1.5,93,2,0,0,8
CCC(C)[C@H](NC(=O)N1CCN(C)CC1)C(=O)OC (some centres not stated),-6,-11,2,9,-0.3,98,-1,-12,-3,1
COc1ccc(Br)cc1C(=O)Nc1cccc(C)c1,-2,-4,-8,17,1.0,103,1,-2,-6,-5
COc1ccc2nc(N3CCCC(C(=O)NCCc4ccc(OC)c(OC)c4)C3)sc2c1 (configuration not stated),-11,-3,3,-20,-0.1,115,0,-8,7,1
Cc1cc(=O)oc2cc(OCC(=O)OCC(=O)N(C)C3CCS(=O)(=O)C3)ccc12 (configuration not stated),-5,8,1,-19,-1.1,88,-1,-3,3,6
CS(=O)(=O)Nc1ccc([N+](=O)[O-])cc1Oc1ccccc1,-6,7,2,-6,-2.6,110,8,2,-1,15
COC(=O)c1ccc(NC(=O)Nc2ccc(OC)cc2)cc1,4,16,-3,-17,-0.5,.,4,0,6,3
COc1ccccc1-c1cn[nH]c(=S)n1,8,12,-1,-12,-3.6,.,2,-9,-4,20
CCc1noc(C)c1C(=O)N(C)CC(=O)Nc1ccccc1Br,-2,-8,2,-6,-3.2,103,0,-3,3,16
CCOC(=O)C1CN(S(=O)(=O)c2ccc(C)cc2)c2ccccc2O1 (configuration not stated),-10,24,-6,6,-1.9,97,5,0,0,9
COC(=O)c1ccc(CN2CCC(Oc3ccc(C(=O)N4CCCCC4)cc3)CC2)cc1,-8,-10,-1,-14,-0.7,113,-2,5,4,4
